Screens from PubChem.
A549 viability: Nrf2 qHTS screen for inhibitors: counterscreen for cytotoxicity; A549 ARE-Fluc cells, CellTiter-Fluor viability, 18-24 h; Potency, µM (highest dose often 46 µM), for inactives: at the top dose activity change, negative = cytotoxicity, most hits filed as inhibitors; actives 0.16% (n = 390,000); AID 504648, 2011; note: potency is the fitted concentration of half-maximal effect; % is set by controls: 0 for no effect and ±100 for the full control effect
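Cytotoxicity counterscreen: CellTiter-Fluor fluorescence was measured in A549 ARE_Fluc cells after 18-24 h of compound exposure in a concentration series. The subsequent BugLite luminescent read reports ARE-luciferase activity.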
CCT chaperon mod: High-Throughput Screening for Modulators of Cytosolic Chaperonin Activity | actives 0.3% (n = 360,000) | activity change, % (test concentration not listed), hits read low | purified chaperonin ATPase assay, HTRF ADP detection, 30 min; in the data active = activity change below about -30%; note: % is set by controls: 0 for no effect and ±100 for the full control effect
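First, chaperonin was dispensed at 40 nM or 20 nM final depending on batch activity. Next, compounds were pinned at 76 uM and ATP added at 10 uM. After 30 min at 37 °C, ADP detection reagents ran 30 min at ambient temperature.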
ATXN viability: Viability Counterscreen for Primary qHTS for Inhibitors of ATXN expression. AID 651635, 2014. S2 cells (HEK-293 line with an ATXN2-luciferase reporter) viability, CellTiter-Fluor protease fluorescence, 24 h. Potency, µM (highest dose often 56.7 µM), usual class: cytotoxic. actives 0.49% (n = 400,000); note: potency is the fitted concentration of half-maximal effect; nearly all actives have a fitted effect of over 40% in size
Nrf2 ARE act: qHTS of Nrf2 Activators. AREc32 ARE-luciferase reporter (MCF7-derived line), luminescence, 24 h. Potency, µM (highest dose often 46.1 µM), without a hit: top-dose activation, usual class: activators. actives 0.31% (n = 410,000). AID 624171, 2012; note: potency is the fitted concentration of half-maximal effect; % of control where 0% means no effect; nearly all actives have a fitted effect of over 65% in size
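AREc32 cells carrying an ARE-driven firefly luciferase, 1000 cells/well in OPTI-MEM with 5% FBS, dosed after overnight attachment and incubated 24 hr at 37 deg C. Steady-Glo luminescence read after 30 min at RT.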
TGFb inhibitor: qHTS for Inhibitors of TGF-b | AID 588855, 2011 | HepG2 CAGA-GFP TGF-b/SMAD3 reporter, GFP fluorescence, 18 h; TGF-beta stimulated, 500 pg/mL final | Potency, µM (highest dose often 46.1 µM), for the others: at the highest dose activity, negative = inhibition, usual class: inhibitors | actives 1.2% (n = 410,000); note: potency is the fitted concentration of half-maximal effect; % is set by controls: 0 for no effect and ±100 for the full control effect; nearly all actives have a fitted effect of over 65% in size
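Cell-based qHTS in HEPG2 carrying a CAGA-GFP Smad reporter; compounds added before 500 pg/mL final TGF-beta, 18 h incubation at 37 degrees C, GFP fluorescence quantified per cell by imaging cytometry.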
Nrf2 inh: Nrf2 qHTS screen for inhibitors; A549 ARE-Fluc reporter, luciferase luminescence, 18-24 h; Potency, µM (titrated, usually from 46 µM), without a hit: top-dose activity change, negative = inhibition, most hits filed as inhibitors; actives 2.1% (n = 360,000); note: potency is the fitted concentration of half-maximal effect; % is set by controls: 0 for no effect and ±100 for the full control effect; nearly all actives have a fitted effect of over 60% in size
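Nrf2 function is reported as luminescence of an ARE-controlled luciferase in A549 cells. Compounds were tested at several concentrations, and a CellTiter-Fluor read on the same wells flagged cytotoxicity.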
MmCpn inh: Inhibitors of TCP-1 ring complex (TRiC) of Methanococcus maripaludis (MmCpn): qHTS. actives 0.031% (n = 330,000). AID 504842, 2011. purified Mm-Cpn ATPase, ADP Transcreener TR-FRET. Potency, µM (doses to about 76.9 µM), inactives show at the top dose activity, negative = inhibition, most hits filed as inhibitors. Chaperonin Mm-Cpn (Methanococcus maripaludis); note: potency is the fitted concentration of half-maximal effect; % is set by controls: 0 for no effect and ±100 for the full control effect; nearly all actives have a fitted effect of over 80% in size
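Inhibition of chaperonin ATP hydrolysis is measured as reduced ADP production, detected by competitive TR-FRET in which signal falls with ADP. Final enzyme 25 nM and ATP 10 uM, reacted 30 min at 37°C.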
pAkt inh: HTS Assay for Inhibitors of Akt Phophorylation: Primary Screen; actives 0.32% (n = 360,000); activity change, % for hits at 50 µM; Neuro2A IGF-stimulated pAkt S473 HTRF, 20 min; active compounds read low; AID 651550, 2012; in the data active = activity change below about -80%; inconclusive = mostly about -51% to -80%; note: % is set by controls: 0 for no effect and ±100 for the full control effect
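Neuro2A cells (4,500/well, DMEM with 0.5% FBS) were treated with compound at a single 50 µM final concentration, stimulated with 6 nM IGF for 20 min at 37 °C, and lysed. Phospho-Akt Ser473 was read by HTRF as 665/615 ratio ×10^4.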
HepG2 tox: qHTS for Inhibitors of TGF-b: Cytotox Counterscreen | actives 0.76% (n = 410,000) | HepG2 CAGA-GFP viability, ATP luminescence, 18 h | Potency, µM (series often up to 46.1 µM), for the others: top-dose activity change, negative = cytotoxicity, actives largely listed as cytotoxic; note: potency is the fitted concentration of half-maximal effect; some results filed as inactive show a strong effect at the top dose
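HepG2 CAGA-GFP cells (1000/well, DMEM with 1% FBS) received compound, then TGF-beta at 500 pg/mL final, and were incubated 18 hours at 37 degrees C. Viability was read by CellTiter-Glo luminescence. Media-only wells were set as complete cell-killing and DMSO as no toxicity.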
The depositor's hits bear a star; i = inactive; ? = inconclusive; / = no result given; [ ] = dose if it differs, or a comment. Unless noted, calls come from the whole dose curve; as a rule, active = well fitted curve in the direction sought with a large enough effect; inconclusive = small, poorly fitted or top-dose-only effect, or another doubt; inactive = no such curve, though single readings can be large; an effect the other way counts as inactive or inconclusive. The order is random; any-hit rate near 4.4%.

SMILES	A549 viability	CCT chaperon mod	ATXN viability	Nrf2 ARE act	TGFb inhibitor	Nrf2 inh	MmCpn inh	pAkt inh	HepG2 tox
CN1CCN(CC(=O)NC(=O)NC2CCCCC2)CC1	3%	2.2	i	-0.6%	0%	5%	0%	i	-4%
O=C(NCC1(c2ccccc2)CCCC1)c1cccc(Br)c1	-1%	0.9	i	0.4%	1%	-22%	-2%	i	-5%
Cc1ccc(S(=O)(=O)Nc2nncs2)cc1	2%	-3.7	i	-0.4%	-12%	-7%	1%	i	10%
O=C(COC(=O)CNC(=O)c1ccc(Cl)cc1)Nc1cccc(S(=O)(=O)N2CCCC2)c1	0%	2.4	?	-0.4%	3%	3%	1%	i	-3%
CC(=O)c1sc(NC(=O)c2ccc(C)c(C)c2)nc1C	-5%	0.0	?	-0.7%	-11%	?	0%	i	-15%
CSCC(C)N1CCC(n2nccc2NC(=O)c2ccc3c(c2)OCO3)CC1 (stereo not drawn)	-4%	-1.6	i	-0.6%	0%	8%	-1%	i	-5%
COc1ccc(C2C(=O)N(C3CCCCCC3)CC(=O)N2Cc2ccccc2)cc1 (stereo not drawn)	-1%	/	/	4.4%	-12%	/	/	/	-27%
COCCn1c(NC(=S)NC(=O)C2CC2)cc(=O)[nH]c1=O	1%	5.1	i	0.1%	-13%	3%	0%	i	11%
CC(C)(C)C(=O)/C=C(N)/C=C/c1ccccc1	?	-2.1	i	4.7%	-4%	19%	0%	i	-18%
O=C(Nc1cc(N2CCOCC2)ncn1)Nc1cccc2ccccc12	0%	-2.8	i	0.4%	4%	-13%	-5%	i	-19%
CCN(CC)c1ccc(NC(=O)CCN2C(=O)c3ccccc3S2(=O)=O)c(C)c1	1%	-2.0	i	-0.5%	4%	12%	1%	i	-6%
CN1CCN(C(=O)CN(c2ccccc2)S(=O)(=O)N(C)C)CC1	0%	-0.1	i	-0.4%	2%	-6%	1%	i	0%
Clc1ccc(CNc2ccccc2NCc2ccc(Cl)nc2)cn1	0%	-3.4	i	4.1%	-8%	?	-13%	i	1%
CCOC(=O)N1CCC(NC(=O)c2cc(COc3ccccc3SC)on2)CC1	-1%	0.3	i	5.1%	-26%	1%	-3%	i	-17%
CCC1CCCCN1C(=O)Nc1ccc(F)cc1 (stereo not drawn)	-2%	-0.4	i	0.3%	-1%	-9%	3%	i	-49%
COCCCNC(=S)NNC(=S)Nc1ccccc1	3%	-0.8	?	4.4%	2%	3%	2%	i	10%
CCS(=O)(=O)N1Cc2ccccc2CC1C(=O)Nc1ccc(F)c(F)c1F (stereo not drawn)	20%	0.4	i	13%	-6%	26%	1%	i	-41%
CC(C)(C)C(=O)Nc1ccc(S(=O)(=O)N2CCC(c3nc4ccccc4[nH]3)CC2)cc1	7%	2.8	i	-0.5%	0%	-22%	3%	i	-6%
N=c1sccn1CC(=O)Nc1ccccc1-c1ccccc1	6%	-3.2	i	0.3%	0%	4%	-3%	i	0%
CCCc1nc(N)c(C#N)c(-c2ccco2)c1CC	2%	-1.1	i	23%	29%	/	-3%	i	-12%
O=C(O)c1ccccc1-c1ccc(/C=c2\sc3nc4cc(Br)cnc4n3c2=O)o1	-3%	3.4	i	3.9%	-1%	10%	-4%	/	2%
CSc1ncnc2c1ncn2CCCNCC(c1ccccc1)c1ccccc1	/	-1.0	i	4.7%	-5%	/	/	i	-30%
Cc1cn2c(=O)cc(COC(=O)c3ccc(NC(=O)COc4ccccc4C)cc3)nc2s1	-13%	/	/	-1.3%	-6%	/	/	/	-1%
COc1ccc(OC)c(NC(=O)N2CCC(N3CCN(Cc4ccc(F)cc4)C(=O)C3=O)CC2)c1	3%	/	i	5.2%	-5%	/	/	/	-5%
CCOC(=O)C1CCN(C(=O)c2ccc3c(Cl)c4c(nc3c2)CCCC4)CC1	1%	-0.3	?	1.8%	?	0%	1%	/	24%

Continuation.
SMILES	A549 viability	CCT chaperon mod	ATXN viability	Nrf2 ARE act	TGFb inhibitor	Nrf2 inh	MmCpn inh	pAkt inh	HepG2 tox
COc1ccc(C(=O)NCc2cnn(C)c2)cc1OC1CCN(C(C)C)CC1	0%	-0.6	i	-0.7%	4%	13%	1%	i	5%
COc1ccc(NC(C)=O)cc1S(=O)(=O)N1CCN(C(=O)c2ccccc2F)CC1	0%	0.4	i	0.1%	12%	-11%	0%	i	4%
NC(=O)CC(NC(=O)Cc1ccc(Cl)cc1)c1ccc(NC2CCCCCCC2)c([N+](=O)[O-])c1 (stereo not drawn)	-7%	0.1	i	-0.3%	6%	1%	-2%	i	2%
COc1ccc(-c2cc(C3CCNCC3)[nH]n2)cc1	-1%	0.8	i	4.4%	-18%	6%	0%	i	-37%
O=C(O)c1cc2c(ccc3ccccc32)[nH]1	11%	0.7	i	-0.5%	-4%	25%	3%	i	1%
COc1cccc2cc(C(=O)N3CC(C)OC(C)C3)c(=O)oc12 (stereo not drawn)	15%	0.3	i	0.2%	?	2%	-1%	i	-26%
Cc1ccc(C)c(Cn2c(SCC(=O)NCc3ccccc3)nc3ccccc32)c1	-25%	/	i	-0.3%	?	/	/	/	-45%
CSc1ncccc1C(=O)N(C)CC(=O)Nc1ccc(Cl)c(C(F)(F)F)c1	-7%	-0.8	i	0.4%	-21%	-1%	-3%	i	-13%
CC(C)n1nnnc1C1c2ccccc2C(=O)N1Cc1cccnc1 (stereo not drawn)	/	-0.5	i	-0.9%	/	/	/	i	/
COc1ccc(CNC(=O)c2ccc3c(O)c(S(=O)(=O)c4ccccc4)c(=O)[nH]c3c2)cc1	-2%	/	i	0.0%	0%	-6%	/	/	-35%
COc1cccc(-c2cnc(C(O)c3ccc(Cl)cc3)[nH]2)c1 (stereo not drawn)	/	-1.5	i	4.7%	-1%	/	/	i	-2%
Cc1cc(F)ccc1S(=O)(=O)NCC(c1ccco1)S(=O)(=O)c1cccs1 (stereo not drawn)	13%	/	/	21%	?	/	/	/	-4%
N#Cc1c(SCC(=O)Nc2ccccc2)nsc1SCC(=O)Nc1ccccc1	-10%	-2.9	i	2.1%	-2%	-16%	3%	i	-14%
Cc1cccc(OCCCC(=O)Nc2ccc(N3CCCCC3)cc2)c1C	6%	-2.3	i	-0.5%	16%	17%	-1%	?	-18%
O=C(Nc1nccs1)c1ccc(Br)s1	0%	-0.8	i	20%	-12%	?	-3%	i	-15%
COc1ccc(C2C(C(C)=O)=C(C)N=c3s/c(=C\c4cc(C)n(C)c4C)c(=O)n32)c(OC)c1 (stereo not drawn)	?	-1.7	i	12%	180%[activator]	?	-2%	i	1%
COc1ccc(Br)cc1CNC(=O)Cn1c(=O)c2cccn2c2ccc(F)cc21	12%	/	/	-0.9%	?	4%	/	/	-11%
C=CCOC(=O)N1CCC2CC1c1cc(-c3ccc(OC)cc3)ccc12 (stereo not drawn)	-9%	1.0	i	4.8%	-22%	?	/	i	-5%
COc1cc(C=O)ccc1OCCOCCOc1ccc(Cl)cc1	2%	1.4	i	0.4%	-5%	/	1%	i	-1%
Cc1cc(C)n(-c2ccc(C(=O)NCC(=O)Nc3cc(Cl)ccc3Cl)cc2)n1	8%	0.0	/	-0.1%	-28%	6%	1%	i	-3%
COc1ccccc1NC(=O)C(C)OC(=O)c1nc2nc(C)cc(C)n2n1 (stereo not drawn)	-11%	0.3	i	0.3%	-2%	15%	2%	i	13%
CCOC(=O)c1c(NC(=O)c2ccc(Cl)s2)sc(C)c1C	12%	1.3	i	3.0%	-1%	8%	0%	i	-2%
COc1ccc(CNC(=O)Cn2nc3c(cc2=O)CCCC3)cc1	2%	/	/	0.0%	0%	/	/	/	3%
Cc1ccc(S(=O)(=O)N(C)C)cc1NC(=O)CCc1c[nH]c2ccccc12	3%	-2.7	i	0.2%	?	-10%	0%	i	-22%
CCC(NC(=O)C1CCCC1)c1ccc(C)cc1 (stereo not drawn)	0%	2.8	i	0.2%	14%	2%	0%	i	23%

(more compounds)
SMILES	A549 viability	CCT chaperon mod	ATXN viability	Nrf2 ARE act	TGFb inhibitor	Nrf2 inh	MmCpn inh	pAkt inh	HepG2 tox
CCCCn1c(N)c(N(CCOC)C(=O)c2cccc(S(=O)(=O)N3CCCCC3)c2)c(=O)[nH]c1=O	-7%	-0.4	i	-0.1%	-2%	-8%	1%	i	3%
O=C(Nc1nnc2n1CCS2)c1ccc(Br)o1	1%	-1.4	i	?	-3%	-6%	-1%	i	-4%
Cc1cccc(Oc2ccc(NC(=O)c3ccccc3C(=O)O)cc2)c1	-4%	1.8	i	-0.8%	1%	-1%	3%	i	3%
Cc1ccc(C)c(NC(=O)c2ccccc2O)c1	-25%	3.1	i	12%	?	?	0%	i	-14%
CC1Cc2ccccc2N1CC(=O)Nc1ccc(S(=O)(=O)N(C)C)cc1 (stereo not drawn)	?	1.4	i	-0.2%	3%	8%	-8%	i	-5%
Cn1nc(-c2ccccc2F)c2cc(C(=O)N3CCN(c4ccccc4F)CC3)sc21	-9%	/	?	-1.4%	?	?	/	/	-16%
COc1ccc(N2CCN(C3CCCN(Cc4cccc(OC)c4)C3)CC2)cc1 (stereo not drawn)	7%	-0.6	i	0.1%	6%	-6%	0%	i	-17%

An excerpt from above in order of their number in Nrf2 ARE act, low to high:
| Structure | Nrf2 ARE act |
| --- | --- |
| Cn1nc(-c2ccccc2F)c2cc(C(=O)N3CCN(c4ccccc4F)CC3)sc21 | -1.4% |
| CCCCn1c(N)c(N(CCOC)C(=O)c2cccc(S(=O)(=O)N3CCCCC3)c2)c(=O)[nH]c1=O | -0.1% |
| COc1ccc(N2CCN(C3CCCN(Cc4cccc(OC)c4)C3)CC2)cc1 (stereo not drawn) | 0.1% |
